KinaseGlo FLuc – counter-screen: inhibitors of Kinase-Glo firefly luciferase | Q27757 | 200,000 compounds, 0.28% hits | Kinase-Glo luciferase, ATP luminescence, 8 min | Potency, µM (doses to about 38.3 µM), inactives show at the top dose activity change, negative = inhibition, actives largely listed as inhibitors; note: potency is the fitted concentration of half-maximal effect; % is set by controls: 0 for no effect and ±100 for the full control effect; nearly all actives have a fitted effect of over 60% in size
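Kinase-Glo luciferase light output from ATP and luciferin was measured with 10 uM ATP, within the enzyme's linear range. Buffer: 50 mM imidazole pH 7.2, 50 mM KCl, 7 mM MgCl2, 0.01% Tween 20, 0.05% BSA; luminescence read after 8 min at ambient temperature.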
NPSR antag – antagonists of human neuropeptide S receptor cAMP signaling; Q6W5P4; CHO-NPSR cells, cAMP TR-FRET, antagonist mode; Potency, µM (highest dose often 38.3 µM), without a hit: top-dose activity change, negative = inhibition, usual class: inhibitors; 220,000 compounds, 1% hits; AID 1461; note: potency is the fitted concentration of half-maximal effect; % is set by controls: 0 for no effect and ±100 for the full control effect; nearly all actives have a fitted effect of over 50% in size; many of its hits are not listed in these tables
Target sequence (Q6W5P4 whole entry, looked up): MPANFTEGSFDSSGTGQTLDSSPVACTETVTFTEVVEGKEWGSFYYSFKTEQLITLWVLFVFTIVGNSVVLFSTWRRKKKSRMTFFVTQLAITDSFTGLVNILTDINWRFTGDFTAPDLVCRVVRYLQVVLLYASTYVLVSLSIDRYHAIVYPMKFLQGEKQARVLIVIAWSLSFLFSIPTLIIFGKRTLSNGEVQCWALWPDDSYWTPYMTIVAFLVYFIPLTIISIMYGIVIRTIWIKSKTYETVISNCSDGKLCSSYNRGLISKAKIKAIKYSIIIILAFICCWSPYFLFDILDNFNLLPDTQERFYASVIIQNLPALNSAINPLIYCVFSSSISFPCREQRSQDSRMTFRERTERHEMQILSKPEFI
Epigenetic derep – epigenetic control regulation, reporter derepression; 280,000 compounds, 0.2% hits; Potency, µM (titrated, usually from 53.9 µM), for inactives: at the top dose GFP activation, hits mostly activators; murine LDR cells, GFP reporter derepression, 30 h; note: potency is the fitted concentration of half-maximal effect; % of control where 0% means no effect; nearly all actives have a fitted effect of over 60% in size
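Derepression of a silenced CMV-GFP reporter in murine LDR cells is scored by enumerating GFP-positive cells with a laser-scanning microplate cytometer after 30 hours of treatment at 37 C.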
HTT aggregate – mutant huntingtin aggregation inhibition; PC12 HttQ103-GFP aggregates, Acumen cytometry, 40 h; Potency, µM (series often up to 46.1 µM), inactives show at the top dose activity change, negative = inhibition, most hits filed as inhibitors; 220,000 compounds, 1.1% hits; note: potency is the fitted concentration of half-maximal effect; % is set by controls: 0 for no effect and ±100 for the full control effect; nearly all actives have a fitted effect of over 60% in size
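Compounds (qHTS titration) were added to PC12 cells expressing an ecdysone-driven HTT exon 1 Q103–GFP fusion after induction with 100 nM tebufenozide. Aggregate formation was measured as GFP objects in cell lysates.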
CBFb RUNX1 block – blocks binding between human CBF-beta and RUNX1; 230,000 tested, under 10 active; Potency, µM (top dose mostly 59.8 µM), for the others: top-dose activity, negative = inhibition, hits mostly inhibitors; AlphaScreen CBFb-His/RUNX1-biotin binding, biochemical; note: % of control where 0% means no effect
Target sequence (Q01196 whole entry, looked up): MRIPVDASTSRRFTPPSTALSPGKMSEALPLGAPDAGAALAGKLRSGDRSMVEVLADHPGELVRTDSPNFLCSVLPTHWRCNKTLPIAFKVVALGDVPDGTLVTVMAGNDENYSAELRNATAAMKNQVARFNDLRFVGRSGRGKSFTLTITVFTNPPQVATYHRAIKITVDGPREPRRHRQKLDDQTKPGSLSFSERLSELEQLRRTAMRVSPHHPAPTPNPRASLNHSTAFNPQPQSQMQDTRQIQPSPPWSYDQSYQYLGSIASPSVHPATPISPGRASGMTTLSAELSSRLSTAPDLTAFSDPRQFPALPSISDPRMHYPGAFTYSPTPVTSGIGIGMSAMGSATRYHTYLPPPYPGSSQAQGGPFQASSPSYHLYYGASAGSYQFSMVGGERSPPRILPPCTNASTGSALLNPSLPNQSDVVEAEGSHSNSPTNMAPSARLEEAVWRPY
Target sequence (Q13951 whole entry, looked up): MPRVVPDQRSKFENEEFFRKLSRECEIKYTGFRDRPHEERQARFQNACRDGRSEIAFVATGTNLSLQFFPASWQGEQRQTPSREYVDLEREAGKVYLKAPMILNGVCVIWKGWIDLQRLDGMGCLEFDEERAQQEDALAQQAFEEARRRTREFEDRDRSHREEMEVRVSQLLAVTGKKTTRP
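Read-out: AlphaScreen. Format: His-CBF-beta with biotinylated RUNX1 (30 nM each) preincubated 20 min, compound 15 min, Ni-chelate plus streptavidin beads 90 min; room temperature throughout.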
IMPase Li cell – membrane-permeable IMPase blocker, potentiated with lithium; CHO-M1 cells, IP1 TR-FRET (IP-One), carbachol + lithium; Potency, µM (titrated, usually from 59.4 µM), without a hit: at the highest dose activity, negative = IMPase inhibition, actives largely listed as inhibitors; 210,000 compounds, 0.35% hits; AID 1457;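 note: IP1 builds up when IMPase is blocked and the TR-FRET signal falls; potency is the fitted concentration of half-maximal effect; plate controls were basal vehicle for no effect and high inhibitor control for full effect; nearly all actives have a fitted effect of over 50% in size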
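CHO-M1, 2000 cells/well, 16–30 h culture; cpd + low Li+, 30 min 37C; lysis with d2-IP1/Eu-anti-IP1 Ab, 10 min RT; TR-FRET 665/620 ratio and 620 channel; AC50 via Hill.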
L3MBTL1 block – blocks human L3MBTL1 | AID 485360 | Q9Y468 | AlphaScreen L3MBTL1–H3K9me1 peptide binding | 230,000 compounds, 0.66% hits | Potency, µM (titrated, usually from 57.1 µM), for the others: at the top dose activity, negative = inhibition, usual class: inhibitors; note: potency is the fitted concentration of half-maximal effect; % is set by controls: 0 for no effect and ±100 for the full control effect; nearly all actives have a fitted effect of over 60% in size
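AlphaScreen proximity signal between nickel-chelate acceptor and streptavidin donor beads (final 10 ug/mL) reports binding of 50 nM L3MBTL1 to 75 nM biotin-H3 K9me1 peptide; complex incubated with compounds 30 min at room temperature; cefsulodin titration as control.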
Numbers without * were called inactive; ? = inconclusive; nt = not tested or not shown; & = joins results of further samples; [ ] = dose if it differs, or a comment. Calls come from the whole dose curve; as a rule, active = well fitted curve in the direction sought with a large enough effect; inconclusive = small, poorly fitted or top-dose-only effect, or another doubt; inactive = no such curve, though single readings can be large; an effect the other way counts as inactive or inconclusive.

compound	KinaseGlo FLuc	NPSR antag	Epigenetic derep	HTT aggregate	CBFb RUNX1 block	IMPase Li cell	L3MBTL1 block
Cc1ccc(S(=O)(=O)N2CCN(C(=O)c3ccc([N+](=O)[O-])cc3)C2)cc1	0%	2%	1.1%	-18%	-6%	7%	nt
CCc1nnc(NC(=O)C=C(C)C)s1	2%	11%	0.0%	16%	0%	8%	30%
O=C(NCc1ccco1)c1cnn2c1NC(c1ccccc1)CC2C(F)(F)F (configuration not stated)	-3%	11%[7.67 µM]	-1.9%	3%	-12%	25%[38.3 µM]	0%
O=C(NCc1nc2ccccc2[nH]1)C1=C[C@@H](c2csc3ccccc23)C[C@@H](OCc2ccc(CO)cc2)O1	nt	22%	2.5%	14%[9.22 µM]	-17%	11%	-7%
O=c1c2ccccc2n2nnnc2n1-c1ccccc1	-3%	-2%[46.1 µM]	-0.7%	4%	2%	0%[38.3 µM]	nt
CCCCNC(=O)C(NS(=O)(=O)c1cccc2nsnc12)c1ccccc1 (configuration not stated)	-8%	-14%[46.1 µM]	0.0%	11%	1%	5%[38.3 µM]	3%
Cc1cc(=O)oc2cc(OCC(=O)NCc3ccccn3)ccc12	-6%	-7%[46.1 µM]	3.8%	-9%	3%	-19%[38.3 µM]	-17%
Cc1nn(C(C)(C)C)c(NC(=O)c2ccc(Cl)cc2)c1Br	nt	-3%	0.0%	-5%[9.22 µM]	4%	nt	7%
C/C(=N\NC(N)=S)c1ccc(Cl)s1	1%	-27%	?	?	0%	-17%	-5%
Cn1c(CN2CCCCC2)nc2cc(NS(=O)(=O)c3ccc(F)cc3)ccc21	2%	3%	3.0%	7%[9.22 µM]	7%	8%	-5%

Reprinted from the listing (eight entries):
compound	KinaseGlo FLuc	NPSR antag	Epigenetic derep	HTT aggregate	CBFb RUNX1 block	IMPase Li cell	L3MBTL1 block
O=C(NCc1ccco1)c1cnn2c1NC(c1ccccc1)CC2C(F)(F)F (configuration not stated)	-3%	11%[7.67 µM]	-1.9%	3%	-12%	25%[38.3 µM]	0%
O=C(NCc1nc2ccccc2[nH]1)C1=C[C@@H](c2csc3ccccc23)C[C@@H](OCc2ccc(CO)cc2)O1	nt	22%	2.5%	14%[9.22 µM]	-17%	11%	-7%
O=c1c2ccccc2n2nnnc2n1-c1ccccc1	-3%	-2%[46.1 µM]	-0.7%	4%	2%	0%[38.3 µM]	nt
CCCCNC(=O)C(NS(=O)(=O)c1cccc2nsnc12)c1ccccc1 (configuration not stated)	-8%	-14%[46.1 µM]	0.0%	11%	1%	5%[38.3 µM]	3%
Cc1cc(=O)oc2cc(OCC(=O)NCc3ccccn3)ccc12	-6%	-7%[46.1 µM]	3.8%	-9%	3%	-19%[38.3 µM]	-17%
Cc1nn(C(C)(C)C)c(NC(=O)c2ccc(Cl)cc2)c1Br	nt	-3%	0.0%	-5%[9.22 µM]	4%	nt	7%
C/C(=N\NC(N)=S)c1ccc(Cl)s1	1%	-27%	?	?	0%	-17%	-5%
Cn1c(CN2CCCCC2)nc2cc(NS(=O)(=O)c3ccc(F)cc3)ccc21	2%	3%	3.0%	7%[9.22 µM]	7%	8%	-5%

(list continues)
compound	KinaseGlo FLuc	NPSR antag	Epigenetic derep	HTT aggregate	CBFb RUNX1 block	IMPase Li cell	L3MBTL1 block
CCOC(=O)N1CCC(=NNc2ccc(S(=O)(=O)N3CCOCC3)cc2[N+](=O)[O-])CC1	3%	-2%	0.0%	4%	-15%	8%	-6%
Cc1ccc(NC(=O)COC(=O)c2cc(Cl)cc(Cl)c2)c(Br)c1	-2%	-5%	1.1%	12%	-5%	-2%	-4%
COC(=O)C1=C(C)NC2=C(C(=O)CCC2)C1c1cccs1 (configuration not stated)	1%	-2%[46.1 µM]	0.9%	-5%	7%	26%[38.3 µM]	1%[11.4 µM]
CCOc1ccc(NC(=O)NCc2cccnc2)cc1	7%	-6%	1.0%	-12%	9%	2%	-3%
COc1ccccc1S(=O)(=O)CC(O)COc1ccc(F)cc1Cl (configuration not stated)	-3%	-11%	-1.3%	27%[9.22 µM]	4%	4%	-3%
O=C(NC1CCCCC1)C(c1ccc(F)cc1)N(C(=O)c1cccs1)c1ccc2c(c1)OCO2 (configuration not stated)	-2%	-17%[46.1 µM]	0.0%	-7%	0%	7%[38.3 µM]	9%
NNC(=O)c1oc2nc(-c3ccco3)cc(-c3ccco3)c2c1N	nt	-31%	4.1%	4%[9.22 µM]	-23%	nt	nt
CCOC(=O)c1c(NC(=O)CN(CC)CC)sc2c1CCN(C(=O)OCC)C2	0%	?	0.0%	?	-1%	36%[activator][38.3 µM]	nt
CCc1c(C)[nH]c2ccc(C)cc2c1=O	1%	-5%[46.1 µM]	0.9%	-28%	8%	24%[38.3 µM]	11%[11.4 µM]
O=C(Cn1cnc2c(nnn2-c2ccccc2)c1=O)N1CCOCC1	-1%	3%[46.1 µM]	0.0%	1%	-4%	14%[38.3 µM]	6%
CC(=O)c1c(C)oc2c1C(=O)c1ccccc1C2=O	3%	29%	1.0%	7.1µM*	-1%	6%	-9%
O=C(CN1C(=O)/C(=C\c2ccccc2F)SC1=S)Nc1nc2ccccc2s1	0%	-6%	-3.0%	15%	nt	-1%	-24%
CSc1nc2ccc(S(=O)(=O)NC3CCCCC3)cc2s1	-2%	-12%[46.1 µM]	-2.2%	?	3%	42%[activator][38.3 µM]	nt
COc1ccc(-c2c3c(nc4sc5c(=O)[nH]c(C)nc5c24)CCC3)cc1	-5%	4%[46.1 µM]	-2.9%	2%	9%	?	0%
COc1ccc(CNC(=O)COC(=O)CCC(=O)c2cccs2)cc1	nt	-6%	-4.1%	-2%[9.22 µM]	3%	nt	4%
COc1cccc(NC(=O)CCSc2nnc3scc(-c4ccccc4)n23)c1	2%	20%	-1.0%	-5%	1%	7%	-1%
O=C(NCCN1CCOCC1)C1CCC(=O)N1Cc1ccc(F)cc1 (configuration not stated)	-4%	7%[46.1 µM]	-4.2%	-7%	1%	32%[38.3 µM]	nt
C/C(=N\Nc1ncc(Cl)cc1Cl)c1ccc(N2CCOCC2)cc1	-4%	-10%	-6.5%	6%	?	10%	-13%
Cn1nc(-c2ccccc2)c(CSc2ccccc2)c1Cl	-4%	?	0.8%	32%	?	47%[activator][38.3 µM]	nt
CC(=O)Nc1ccc(OCC(O)Cn2ccnc2C)cc1 (configuration not stated)	3%	7%	-1.1%	nt	0%	4%	1%

Going on with the list:
Each structure is followed by: KinaseGlo FLuc, NPSR antag, Epigenetic derep, HTT aggregate, CBFb RUNX1 block, IMPase Li cell, L3MBTL1 block
O=C(NCc1ccco1)C(=O)NCc1ccccc1Cl
 : -2%, 21%, 0.0%, -13%, -2%, 1%, -9%
CCCn1c(C)nc2c(NCCCCN3CCCC3)nc(C)nc21
 : -3%, nt, 1.5%, nt, -3%, -3%, nt
CCCCC(=O)Nc1ccc(NC(=O)c2cccnc2)cn1
 : 1%, -15%[46.1 µM], -1.0%, -5%, 4%, 23%[38.3 µM], nt
COc1cccc(C(=O)NC(=O)Nc2cc(C)[nH]n2)c1
 : nt, 6%, -1.0%, 4%[9.22 µM], 22%, nt, nt
CN(C(=O)COC(=O)c1n[nH]c2ccccc12)C1CCS(=O)(=O)C1 (configuration not stated)
 : 1%, 18%, 0.0%, -11%, -1%, -4%, -1%
CCOc1c2ccc(C(=O)NCc3ccco3)cc2nn1CC
 : -10%, -6%[46.1 µM], -1.4%, ?, 1%, 3%[38.3 µM], 1%
O=C(O)c1ccc(NC(=O)c2cn(-c3ccccc3)nc2-c2ccc(Br)cc2)cc1
 : 2%, -52%, -3.0%&-0.8%, ?, -2%, 19%, -6%
CCC(=O)N1CCN=C1SCc1ccc(Cl)cc1
 : -1%, -11%[46.1 µM], 0.9%, -9%, -2%, 21%[38.3 µM], 6%
CC(C)CN(C(=O)COC(=O)C12CC3CC(CC(O)(C3)C1)C2)C1CCS(=O)(=O)C1 (configuration not stated)
 : 0%, 7%[46.1 µM], 2.3%, 1%, 2%, -3%[38.3 µM], 1%
CCCCC(=O)Nc1cc(OC)c(NC(=S)NC)cc1OC
 : -2%, 9%, 2.7%, 4%, 4%, 2%, nt
CC1=C(C(N)=O)C(c2cccs2)n2nc(-c3cccc(Cl)c3)nc2N1 (configuration not stated)
 : -3%, -1%[46.1 µM], -0.3%, -11%, 1%, -12%[38.3 µM], -5%
Cc1noc(C)c1CSCC(=O)OCc1nc2ccccc2c(=O)n1CC#N
 : 11%, -12%[7.67 µM], -2.1%, -16%, 8%, -8%[38.3 µM], -5%
CC(=O)Nc1ccc(OC(=O)c2cccnc2)cc1
 : -2%, 3%[46.1 µM], 0.0%, -10%, 7%, 9%[38.3 µM], -2%
O=C(N/N=C/c1ccccc1Cl)c1nc2ccc([N+](=O)[O-])cc2c(=O)[nH]1
 : -2%, -38%, -1.8%, 16%, 0%, 2%, 4%
CC1CCCCC1NC(=O)c1ccc(S(=O)(=O)NCc2ccco2)cc1 (configuration not stated)
 : -3%, -15%[46.1 µM], 5.7%, -31%, 0%, 14%, 6%
CCN(CC)CCNC(=O)Cn1cnc2sc(C)c(S(=O)(=O)N3CCN(c4ncccn4)CC3)c2c1=O
 : 1%, 5%, -1.8%, 8%, 3%, 4%, nt
COc1ccc(OCC(=O)N2CCN(C(=O)c3cccs3)CC2)cc1
 : 0%, 7%, -1.0%, 19%, -3%, -3%, -19%
CCOC(=O)C1(Cc2cccc(OC)c2)CCN(CC=C(C)C)CC1
 : -11%, -5%, -1.0%, -13%[9.22 µM], 16%, 16%, 1%
O=S(=O)(NCc1c(Cl)cccc1Oc1ccccc1)c1ccc(F)cc1
 : nt, 39%, -1.0%, 4%[9.22 µM], ?, nt, 43%[activator]

High-throughput results deposited in PubChem by National Center for Advancing Translational Sciences (NCATS).

Only part of the results is shown; the hit share may differ from the screen's.
